U2OS ROS induce = raises reactive oxygen species in U2OS cancer cells | U2OS ROS induction, H2DCF-DA fluorescence | ROS induction (% of piperlongumine), % at 10 µM | 46,000 tested, 2% active | AID 624156; in the data active means ROS induction above about 79%, passing the limit was not always enough; inconclusive means no clear call, values can overlap the other calls;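 further: 0% = DMSO vehicle median and 100% = reference compound median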
An asterisk follows results filed as active; ? = inconclusive. Not all compounds are listed. The share of hits here may be higher or lower than overall.

SMILES | U2OS ROS induce
C[C@H]1CN([C@@H](C)CO)C(=O)Cc2cc(NC(=O)Cc3cn(C)c4ccccc34)ccc2O[C@H]1CN(C)Cc1ccc(Oc2ccccc2)cc1 | 0
COc1ccccc1-c1nc(SCc2ccc(C(=O)O)cc2)n[nH]1 | 3
Cc1ccc(Cn2c(=N)n(CC(=O)O)c3ccccc32)cc1 | -7
C[C@H](CO)N1C[C@H](C)[C@@H](CN(C)C(=O)Nc2ccccc2)Oc2c(NC(=O)Nc3ccc(C(F)(F)F)cc3)cccc2C1=O | -7
O=c1cc(NCc2ccccc2)[nH]nc1-c1ccccc1 | 20
C[C@@H]1CN([C@H](C)CO)C(=O)Cc2cc(NC(=O)Nc3ccc(F)cc3)ccc2O[C@@H]1CN(C)Cc1ccc(Oc2ccccc2)cc1 | 40
C[C@H]1CN([C@@H](C)CO)C(=O)c2cccc(NS(=O)(=O)c3ccc(Cl)cc3)c2O[C@@H]1CN(C)Cc1ccncc1 | 4
C[C@@H]1CN([C@H](C)CO)C(=O)CCCn2nncc2CO[C@H]1CN(C)S(=O)(=O)c1ccccc1C#N | 11
O=C(CSc1nnc(-c2ccc(Cl)cc2)n1-c1ccccc1)Nc1cccc(Cl)c1Cl | -3
N#Cc1c(N)nc2c(sc3nc4c(cc32)CCC4)c1-c1ccc(Br)cc1 | -12
COc1cc(OC)c2ccc(=O)oc2c1CC(O)C(C)(C)O (stereo unspecified) | 6
C[C@H](CO)N1C[C@H](C)[C@H](CN(C)C(=O)Oc2ccccc2)OCc2cn(nn2)CCCC1=O | 9
Cc1ccc(-c2ccc(OCC(=O)NC3CCCC3)cc2)cc1 | 2
COc1ccc(NC(=O)N(C)C[C@H]2Oc3c(NS(=O)(=O)c4ccccc4)cccc3C(=O)N([C@H](C)CO)C[C@@H]2C)cc1 | -2
Cc1ccc(S(=O)(=O)Nc2cccc3c2O[C@@H](CN(C)C(=O)Nc2cccc4ccccc24)[C@H](C)CN([C@@H](C)CO)C3=O)cc1 | 1
CC1(C)C[C@H](O)C[C@@]2(C)[C@H]1[C@H](O)C=C1COC(=O)[C@@]12O | -7
O=C(CSc1n[nH]c(=O)n1-c1ccccc1)c1ccc2c(c1)OCCO2 | -6
COc1ccc(C#Cc2cnc3c(c2)C(=O)N([C@H](C)CO)C[C@H](C)[C@H](CN(C)C(=O)Nc2cccc4ccccc24)O3)cc1OC | 148*
COc1ccc(NC(=O)Nc2ccc3c(c2)C(=O)N([C@H](C)CO)C[C@H](C)[C@@H](CN(C)C(=O)CCCN(C)C)OCCCC[C@@H](C)O3)cc1 | 11
C[C@@H]1CN([C@H](C)CO)C(=O)Cc2cc(NC(=O)Nc3ccccc3)ccc2O[C@@H]1CN(C)Cc1ccc2c(c1)OCO2 | 21
Cc1ccc(NC(=O)CSc2ncnc3sc4c(c23)CCC4)cc1 | -16
Cc1noc(C)c1S(=O)(=O)Nc1ccc2c(c1)C(=O)N([C@H](C)CO)C[C@H](C)[C@H](CN(C)CC1CC1)O2 | 4
COc1cccc(-c2csc3nc[nH]c(=O)c23)c1 | 3
C[C@H](CO)N1C[C@H](C)[C@H](CN(C)C(=O)Nc2cccc3ccccc23)Oc2ncc(C#Cc3ccc(C(F)(F)F)cc3)cc2C1=O | 2
C=CC(C)(O)CC(/C=C(\C)CC(/C=C(\C)CCC=C(C)C)OC(C)=O)OC(C)=O (stereo unspecified) | 30
NS(=O)(=O)c1cc(Cl)c(Cl)c(S(N)(=O)=O)c1 | 2
N#Cc1c(C(F)(F)F)cc(-c2cccs2)nc1SCC(O)CN1CCSCC1 (stereo unspecified) | 75
COc1ccc(NC(=O)Nc2cccc3c2O[C@@H](CN(C)C(=O)Nc2ccc(F)cc2)[C@@H](C)CN([C@H](C)CO)C3=O)cc1 | -8
C[C@H]1CN([C@@H](C)CO)C(=O)c2cccc(NS(=O)(=O)c3ccc(F)cc3)c2O[C@@H]1CN(C)Cc1ccc(-c2ccccc2)cc1 | 105*
CN(C)S(=O)(=O)c1ccc(Cl)c(C(=O)Nc2ccccc2[N+](=O)[O-])c1 | -1

In the list so far, 4 have an NH in an aromatic ring:
SMILES | U2OS ROS induce
COc1ccccc1-c1nc(SCc2ccc(C(=O)O)cc2)n[nH]1 | 3
O=c1cc(NCc2ccccc2)[nH]nc1-c1ccccc1 | 20
O=C(CSc1n[nH]c(=O)n1-c1ccccc1)c1ccc2c(c1)OCCO2 | -6
COc1cccc(-c2csc3nc[nH]c(=O)c23)c1 | 3

The list continues.
SMILES | U2OS ROS induce
C[C@H](CO)N1C[C@H](C)[C@H](CN(C)C(=O)NC2CCCCC2)Oc2ccc(NC(=O)C3CC3)cc2C1=O | 0
CCCOC(=O)CSc1nc(N)c(C#N)c(-c2ccc(C)cc2)c1C#N | 30
C[C@H](CO)N1C[C@H](C)[C@@H](CN(C)S(=O)(=O)c2ccc(F)cc2)Oc2ccc(NC(=O)NC3CCCCC3)cc2C1=O | 22
Cc1noc(C)c1NC(=O)N(C)C[C@@H]1OCCCC[C@@H](C)Oc2ccc(NC(=O)NC(C)C)cc2C(=O)N([C@H](C)CO)C[C@@H]1C | -5
N#CCC(=O)N=Cc1ccc(Cl)cc1Cl | 11
CC(C)CNC(=O)c1cc(-c2ccc(F)cc2)no1 | -6
O=[N+]([O-])c1ccc(NCCNS(=O)(=O)c2ccc(Br)cc2)c(C(F)(F)F)c1 | 10
CCOC(=O)c1nn(-c2ccc(C(F)(F)F)cc2)cc(Sc2nnc(C(F)(F)F)n2C)c1=O | -3
Cc1cc(C(=O)Nc2cccc3c2O[C@@H](CN(C)S(=O)(=O)c2cccs2)[C@H](C)CN([C@@H](C)CO)C3=O)n(C)n1 | -8
OC(CNCc1ccco1)c1ccccc1 (stereo unspecified) | 23
COc1ccc2oc(-c3ccccc3)c(O)c(=O)c2c1 | 30
C[C@@H]1CCCCO[C@@H](CN(C)C(=O)Nc2ccc3c(c2)OCO3)[C@@H](C)CN([C@H](C)CO)C(=O)c2cc(NC(=O)Cc3ccccc3)ccc2O1 | 7
Cc1ccc(S(=O)(=O)N(C)C[C@@H]2Oc3c(NC(=O)c4nc5ccccc5s4)cccc3C(=O)N([C@H](C)CO)C[C@@H]2C)cc1 | 22
C[C@@H]1CN([C@@H](C)CO)C(=O)c2cc(NC(=O)C3CCCCC3)ccc2O[C@H]1CN(C)C(=O)Nc1ccccc1 | 8
C[C@@H]1CN([C@H](C)CO)C(=O)Cc2cc(NC(=O)C3CC3)ccc2O[C@@H]1CN(C)Cc1ccc(C(=O)Nc2ccccc2N)cc1 | 4
C[C@@H]1CN([C@H](C)CO)C(=O)c2cccc(NS(=O)(=O)c3ccc(Cl)cc3)c2O[C@@H]1CN(C)Cc1ccc2c(c1)OCO2 | 15
C[C@H](CO)N1C[C@H](C)[C@@H](CN(C)S(=O)(=O)c2ccc(Cl)cc2)Oc2ccc(NC(=O)C3CC3)cc2C1=O | -6
CC1CCCC(C)N1CCCNC(=O)C1CCN(c2ncnc3c2sc2cccc(F)c23)CC1 (stereo unspecified) | 42
C[C@H](CO)N1C[C@H](C)[C@H](CN(C)Cc2ccccc2)Oc2ccc(NC(=O)Cc3ccccc3)cc2C1=O | 23
Cc1ccc(S(=O)(=O)N(C)C[C@H]2Oc3ccc(NC(=O)Nc4ccc(F)cc4)cc3C(=O)N([C@@H](C)CO)C[C@@H]2C)cc1 | -4
NC(=S)c1ccc(N2CCC(C(F)(F)F)CC2)nc1 | 10
C[C@H]1CN([C@@H](C)CO)C(=O)Cc2cc(NC(=O)C3CCCCC3)ccc2O[C@@H]1CN(C)C(=O)Nc1ccc(F)cc1 | -12
COc1ccc([Si](C)(C)[C@@H]2[C@@H](CCO)O[C@]3(C(=O)N(Cc4cccc(NC(=O)[C@H](C)O)c4)c4ccccc43)[C@H]2C)cc1 | 63
C[C@@H]1CN([C@@H](C)CO)C(=O)c2cccc(NC(=O)c3ccncc3)c2O[C@H]1CN(C)Cc1ccccc1 | 6
Cc1ccc(CNC(=O)C2CCC(CNc3nc(=S)[nH]c4ccccc34)CC2)cc1 (stereo unspecified) | 35
Cc1ccc(S(=O)(=O)N(C)C[C@@H]2Oc3ccc(NC(=O)CCCN(C)C)cc3C(=O)N([C@@H](C)CO)C[C@@H]2C)cc1 | -8
Cc1ccc(-c2nc3cccnc3o2)cc1NC(=O)COc1ccc(C(C)(C)C)cc1 | 21
Cc1noc(C)c1NC(=O)Nc1ccc2c(c1)C(=O)N([C@H](C)CO)C[C@H](C)[C@@H](CN(C)S(=O)(=O)c1ccc(Cl)cc1)O2 | -3
CC(C)NC(=O)N(C)C[C@H]1Oc2ccc(NC(=O)C3CC3)cc2CC(=O)N([C@@H](C)CO)C[C@H]1C | -8
Cc1nn(CC(=O)Nc2ccc(F)cc2)c(C)c1[N+](=O)[O-] | 4

Two entries from above, reformatted.
NC(=S)c1ccc(N2CCC(C(F)(F)F)CC2)nc1
- U2OS ROS induce = 10
C[C@H]1CN([C@@H](C)CO)C(=O)Cc2cc(NC(=O)C3CCCCC3)ccc2O[C@@H]1CN(C)C(=O)Nc1ccc(F)cc1
- U2OS ROS induce = -12

Continued:
SMILES | U2OS ROS induce
C[C@@H]1CN([C@@H](C)CO)C(=O)c2cc(NS(=O)(=O)c3ccc(F)cc3)ccc2O[C@@H]1CN(C)Cc1ccc(C(=O)O)cc1 | -1
Cc1c(Cl)cccc1N(CC(=O)Nc1cc(Cl)cc(Cl)c1)S(C)(=O)=O | 18
N#Cc1c(SCc2ccccc2Cl)nc2c(c1C(F)(F)F)CCc1occc1-2 | 26
Cc1cccc(NC(=O)CSc2nnc(-c3cccs3)n2-c2ccccc2)c1 | ?
N#CCN(CC#N)C(=O)c1cccc(C(=O)N(CC#N)CC#N)c1 | -14
Cc1noc(C)c1S(=O)(=O)Nc1cccc2c1O[C@H](CN(C)Cc1ccc(C(F)(F)F)cc1)[C@H](C)CN([C@H](C)CO)C2=O | -1
C[C@@H]1CN([C@H](C)CO)C(=O)c2cccc(NS(=O)(=O)c3ccc(Cl)cc3)c2O[C@@H]1CN(C)S(C)(=O)=O | -6
Cc1ccc(S(=O)(=O)NC(C)(C)C(=O)Oc2cc(C)c3c(c2)oc(=O)c2ccccc23)cc1 | 37
C[C@@H]1CN([C@H](C)CO)C(=O)c2cccc(N(C)C)c2O[C@@H]1CN(C)Cc1ccc(Cl)c(Cl)c1 | -3
C[C@H]1CN([C@@H](C)CO)C(=O)Cc2cc(NC(=O)Nc3ccc(F)cc3)ccc2O[C@@H]1CN(C)Cc1ccc(Oc2ccccc2)cc1 | 12
C[C@@H]1CN([C@H](C)CO)C(=O)c2cc(NC(=O)C3CCCCC3)ccc2O[C@@H]1CN(C)Cc1ccc(C(F)(F)F)cc1 | -7
C[C@H](CO)N1C[C@H](C)[C@H](CN(C)Cc2ccc(C(F)(F)F)cc2)Oc2ccc(NS(=O)(=O)c3ccc(F)cc3)cc2C1=O | -5
COc1ccc(S(=O)(=O)Nc2ccc3c(c2)CC(=O)N([C@@H](C)CO)C[C@H](C)[C@H](CN(C)CC2CCCCC2)O3)cc1 | 1
COc1ccc(C)cc1NC(=O)CNS(=O)(=O)c1ccccc1 | -6
Cc1ccc(N(C(C)C(=O)Nc2ccccc2C(=O)N2CCCC2)S(C)(=O)=O)cc1 (stereo unspecified) | 7
Cc1ccc(SCCNC(=O)c2ccc3ccccc3n2)cc1 | 19
Cc1cc(Cl)ccc1NC(=O)c1ccc(OCC(=O)Nc2ccccc2)cc1 | -40
COc1ccc2[nH]c3c(=O)n(CCN4CCC(Cc5ccccc5)CC4)cnc3c2c1 | 18
COc1ccc(S(=O)(=O)N(C)C[C@H]2Oc3ccc(NS(=O)(=O)c4ccc(F)cc4)cc3CC(=O)N([C@@H](C)CO)C[C@H]2C)cc1 | 12
COc1ccc(NC(=O)Nc2ccc3c(c2)C(=O)N([C@H](C)CO)C[C@H](C)[C@@H](CN(C)S(=O)(=O)c2ccc(Cl)cc2)O3)cc1 | -4
CC(C)NC(=O)N(C)C[C@@H]1Oc2ccc(NC(=O)c3ccncc3)cc2C(=O)N([C@@H](C)CO)C[C@H]1C | -19
CC(C)NC(=O)N(C)C[C@H]1Oc2ccc(NC(=O)Nc3ccc(C(F)(F)F)cc3)cc2C(=O)N([C@@H](C)CO)C[C@@H]1C | -4
C[C@H]1CN([C@@H](C)CO)C(=O)c2cc(NC(=O)Nc3ccccc3)ccc2O[C@H]1CN(C)CC1CCCCC1 | 39
COc1ccc(NC(=O)N(C)C[C@@H]2Oc3ccc(NC(=O)NC4CCCCC4)cc3C(=O)N([C@@H](C)CO)C[C@@H]2C)cc1 | -5
Cc1ccc(OCC(=O)O)c(C)c1 | 12
C[C@@H]1CN([C@H](C)CO)C(=O)c2cccc(NC(=O)NC3CCCCC3)c2O[C@@H]1CN(C)S(=O)(=O)c1cccs1 | 6
O=C(O)c1cccc(CSc2nnc(Cc3ccccc3)o2)c1 | 2
Cc1ccc(Sc2c(-c3ccccc3)nc3sccn23)cc1 | 18
CSc1ccccc1NC(=O)CSc1nccn1C | -2
O=C(CN1C(=O)C2C3C=CC(C3)C2C1=O)OCCCc1ccccc1 (stereo unspecified) | -5
CC(C)C[C@@H](NC(=O)OCC1c2ccccc2-c2ccccc21)C(=O)O | -1
CC(NS(=O)(=O)c1ccccc1)C(=O)Nc1ccc2c(c1)OCCO2 (stereo unspecified) | 50
O=C(Nc1ccc(F)cc1)Nc1ccc2c(c1)C(=O)OC2 | -2
